# NSD2 inh – inhibitors of human histone methyltransferase NSD2; O96028; NSD2 peptide methylation, AlphaScreen, 120 min; inhibition, % at 12.5 µM; 0.54% of 310,000 active; AID 743445; in the data active = inhibition above about 50%
# Keap1 Nrf2 FP – disrupts human Keap1 binding to Nrf2 peptide; Q14145; Keap1 Kelch-Nrf2 peptide fluorescence polarization, 1536-well; inhibition, % at 9.4 µM; 0.15% of 340,000 active; AID 504523; in the data active = inhibition above about 12%; inconclusive = no clear call, values can overlap the other calls; inactive = below about 7.3%;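 note: human Keap1 Kelch domain with fluorescein labeled Nrf2 9mer peptide probe; 0% = neutral control wells and 100% = peptide positive control; higher means more block of Keap1 binding to Nrf2 peptide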
# Target sequence (Q14145 whole entry, looked up, the tested form may be a part): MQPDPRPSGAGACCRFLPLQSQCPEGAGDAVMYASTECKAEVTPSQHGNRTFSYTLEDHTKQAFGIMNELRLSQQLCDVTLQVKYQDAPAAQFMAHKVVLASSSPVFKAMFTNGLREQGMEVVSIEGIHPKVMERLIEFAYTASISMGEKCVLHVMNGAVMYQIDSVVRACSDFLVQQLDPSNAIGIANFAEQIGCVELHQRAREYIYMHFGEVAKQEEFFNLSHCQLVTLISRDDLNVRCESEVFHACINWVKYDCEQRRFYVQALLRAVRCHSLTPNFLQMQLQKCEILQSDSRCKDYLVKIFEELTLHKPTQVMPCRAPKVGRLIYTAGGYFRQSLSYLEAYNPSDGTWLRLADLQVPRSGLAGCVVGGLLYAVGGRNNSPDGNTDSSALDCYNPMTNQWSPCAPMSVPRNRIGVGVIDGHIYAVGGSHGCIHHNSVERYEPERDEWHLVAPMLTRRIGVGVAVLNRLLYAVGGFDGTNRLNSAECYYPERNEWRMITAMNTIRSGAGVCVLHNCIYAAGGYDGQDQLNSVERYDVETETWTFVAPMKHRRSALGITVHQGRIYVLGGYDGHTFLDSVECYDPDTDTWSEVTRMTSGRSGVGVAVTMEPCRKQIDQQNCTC
# PKA-R2B act – activators of human PKA-R2B complex. PKA-R2B holoenzyme dissociation, Cy5-IP20 fluorescence polarization; R2B truncated from residue 108, S112A mutant; 0% DMSO only, 100% 113 µM cGMP. activation, % at 11.4 µM. 0.079% of 340,000 active. AID 504700;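 active = activation above a cutoff set at the mean over all compounds plus 3 SD, cut at about 18% in these data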;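 note: higher means more holoenzyme dissociation and a rise in polarization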
# Target sequence (P31323 whole entry, looked up, other chains not shown, the tested form may be a part): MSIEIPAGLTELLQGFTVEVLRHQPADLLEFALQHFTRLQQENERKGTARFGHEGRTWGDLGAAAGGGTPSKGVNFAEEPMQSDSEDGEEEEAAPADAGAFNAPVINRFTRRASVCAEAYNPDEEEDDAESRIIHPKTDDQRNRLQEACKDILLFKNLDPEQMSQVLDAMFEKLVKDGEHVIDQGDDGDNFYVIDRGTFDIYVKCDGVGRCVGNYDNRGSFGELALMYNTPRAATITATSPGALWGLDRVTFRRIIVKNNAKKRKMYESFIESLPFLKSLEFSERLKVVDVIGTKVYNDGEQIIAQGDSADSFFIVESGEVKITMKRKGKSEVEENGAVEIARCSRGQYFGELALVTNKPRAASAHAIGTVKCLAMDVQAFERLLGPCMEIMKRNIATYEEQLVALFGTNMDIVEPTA
# PvdQ inh – blocks Pseudomonas aeruginosa PvdQ acylase activity | purified PvdQ acylase, fluorescence plate reader | inhibition, % at 10 µM | 0.063% of 340,000 active | AID 488965; in the data active = inhibition above about 30%, passing the limit was not always enough; inconclusive = no clear call, values can overlap the other calls;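 note: 0% = vehicle neutral wells and 100% = reference inhibitor wells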
# SR-BI HDL uptake – mouse SR-BI HDL lipid transfer inhibition; ldlA[mSR-BI] CHO cells, DiI-HDL uptake fluorescence, 3 h; inhibition, % at 12.5 µM; 0.96% of 320,000 active;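 active = mean replicate inhibition of at least 70% and a set share of replicates each scoring 70 or more; inconclusive = meets just one of the two criteria; inactive = fails both criteria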;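 note: 0% = median of neutral control wells and 100% = median of positive control wells; values of inactives mirror those of a sister screen read the other way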
# C-LANA FP – KSHV C-LANA DNA binding inhibition | MBP-C-LANA/FAM-LBS DNA binding, fluorescence polarization | inhibition, % at 9 µM | 0.078% of 340,000 active | AID 504423;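 active = highest replicate inhibition at or above 60% at 9 µM, even if other replicates fall short; inactive = all replicates below 60% inhibition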;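 note: 0% = neutral control wells and 100% = 4 µM acridine orange control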
# DAGLB inh – diacylglycerol lipase beta (human) inhibition; Q8NCG7; HEK293T DAGLB membrane lysate, EnzChek fluorogenic substrate; inhibition, % at 5.17 µM; 0.059% of 340,000 active; AID 504411; in the data active = inhibition above about 34%;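 note: 0% = enzyme with vehicle and 100% = wells lacking enzyme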
# Arrestin-AP2 inh – human beta-arrestin and AP2 interaction inhibition; inhibition, % at 10 µM; 0.31% of 340,000 active; FITC-arrestin peptide / GST-AP2 beads, flow cytometry; AP2 beta2 appendage carries R879A mutation; AID 504490;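 active = inhibition above a set limit, near 3 SD of compounds lacking own fluorescence, cut at about 54% in these data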;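 note: plate controls were DMSO wells for no effect and 5 µM unlabelled arrestin peptide for full effect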
#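 Assay system: GST-AP2 R879A bound to glutathione beads, E. coli-expressed; Medium: PBS with 0.05% Tween 20 and 0.1% BSA; Also added: fluorescein-tagged arrestin peptide at 50 nM final; Timing: 12 min plus 1 h, RT; Measured by: flow cytometry, FL1 (488/535 nm); Evaluation: percent drop in bead-associated FITC signal.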
# Cardiac RTF inh – cardiac RTF calcium desensitization. 0.12% of 340,000 active. P19429+P45379. AID 493244. inhibition, % at 7.15 µM. IANBD-labeled cardiac RTF, Ca2+ fluorescence;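 active = inhibition above the mean inhibition of all tested compounds plus 3 SD, cut at about 17% in these data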;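 note: assay run at fixed EC70 calcium of 1.6 mM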
# SR-BI uptake up – SR-BI HDL lipid transfer activation; CHO ldlA[mSR-BI] cells, DiI-HDL uptake fluorescence, 3 h; 100 = double the neutral-control signal; activation, % at 12.5 µM; 0.096% of 320,000 active;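 active = mean replicate activation of at least 60% and every replicate at or above 60%; inconclusive = mean or all-replicate condition met, but not both; inactive = mean below 60% and not all replicates reaching 60%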;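 note: 0% = median plate neutral-control signal and 100% = twice that signal; values of inactives mirror those of a sister screen read the other way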
#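 Test system: SR-BI-overexpressing, LDLR-lacking CHO cells. Measured by: DiI fluorescence, bottom read. Medium: Ham's F12 with 0.5% BSA, HEPES 25 mM, pH 7.4. Timing: 3 h uptake period with compound, 37 °C.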
# Numbers without * were called inactive; ? = inconclusive; / = not tested or not shown.
compound	NSD2 inh	Keap1 Nrf2 FP	PKA-R2B act	PvdQ inh	SR-BI HDL uptake	C-LANA FP	DAGLB inh	Arrestin-AP2 inh	Cardiac RTF inh	SR-BI uptake up
O=[N+]([O-])c1ccccc1/C=C/C=N/n1c(-c2cc(-c3ccccc3)n[nH]2)n[nH]c1=S	3	4	-6	-16	/	2.0	4	-19	-2	/
O=c1[nH]c2cnn(-c3ccccc3)c2c(=O)n1O	-2	-9	-4	-10	-19	-1.8	3	8	-6	19
Cc1cc(NC(=O)C(C)Sc2nnc(NCc3ccco3)s2)no1 (centres undefined)	0	-2	-2	-9	-7	1.0	4	22	-8	7
CC(C)(C)OC(=O)C[C@H]1C/C=C\C[C@H](CC(=O)NCCO)C(=O)NCCOC1=O	/	-2	12	-10	-45	-1.6	-3	-2	-17	45
O=C(COC(=O)C1(c2ccc(F)cc2)CCCC1)NCc1ccco1	1	0	5	-14	-10	2.1	-3	-6	-6	10
O=C1CCC(C(=O)N2CCCC(C(=O)c3ccc4ccccc4c3)C2)=NN1 (centres undefined)	0	-1	-6	-30	-4	0.7	-1	-4	3	4
c1ccc(-c2nnsc2-c2nc3ccccc3[nH]2)cc1	-3	5	10	-5	9	0.3	-6	-5	1	-9
N#Cc1nc(-c2ccco2)oc1NCCCN1CCOCC1	1	1	7	2	-21	0.2	1	9	-1	21
COc1ccc(/C=C/C(=O)OCC(=O)N(C)CC(=O)Nc2ccc(C)cc2)c(OC)c1	3	-1	1	-8	28	3.0	-4	16	-4	-28
O=C(CCCN1C(=O)/C(=C/c2ccccc2Cl)SC1=S)NCCCN1CCOCC1	-1	-1	-17	11	21	0.1	3	-8	-3	-21
COc1cc(CNCCN(C)C)c(Br)cc1OCC(=O)NCc1ccccc1	-3	-2	-4	3	6	-1.4	1	5	-6	-6
COCc1cc(=O)[nH]c2c1c(-c1ccccc1)nn2C	3	-1	4	-7	-29	1.5	1	1	-6	29
C=CCC1(CC=C)CCCN1C(=O)CC1C(=O)NCCN1Cc1ccc(OC)c(OC)c1 (centres undefined)	-1	-2	-8	-11	-2	0.5	-2	19	-4	2
CCN(CC)C(=O)CSc1nnc(-c2c[nH]c3ccccc23)o1	-2	0	-3	4	-13	-0.7	-2	33	2	13
CCCO/N=C1/C(=O)N(c2ccccc2)c2ccccc21	1	-4	-3	0	?	0.5	-5	-1	-22	-72
CCOc1ccccc1NC(=O)C1CCCN(C(=O)NCc2ccccc2)C1 (centres undefined)	-1	-2	6	0	-6	-0.1	0	21	4	6
COc1ccccc1NC(=O)NCC(c1ccco1)N1CCCCC1 (centres undefined)	2	-4	-1	-11	12	0.3	0	15	-3	-12
CC(C)C(=O)Nc1sc2c(c1C(N)=O)CCN(Cc1ccccc1)C2	/	0	4	0	-8	1.6	1	9	-3	8
Cc1cccc(NC(=O)C2CCN(S(=O)(=O)c3c(C)[nH]c(=O)[nH]c3=O)CC2)c1	1	1	-6	-12	0	-1.2	0	0	-26	0
Cc1ccccc1OCC(=O)OCC(=O)NCCc1ccccc1	-3	-8	0	-6	-12	-0.2	-1	-10	-9	12
COC(=O)c1cc2ccccc2oc1=O	-4	1	10	-5	-13	-0.8	-3	-5	-7	13
O=C(COc1ccc2ccc(=O)oc2c1)c1ccccc1	0	-3	-7	-16	8	0.9	0	-2	0	23
COC(=O)c1ccc(COC(=O)c2ccc(N(C)C)cc2)cc1	-8	-5	-2	-9	54	-1.6	-12	2	0	-54
CC(C)N(Cc1ccccc1)C(=O)c1ccc2c(c1)OCO2	0	1	-5	8	-14	-0.3	0	11	-11	14
Cc1c(/C=N/n2cnnc2)c2ccccc2n1CCOc1ccccc1	1	-4	-9	-11	27	-0.3	2	-7	-3	-27
COc1ccc(CN(C)C(=O)Cn2cnc(C(=O)Nc3ccc(C)c(C)c3)n2)cc1OC	/	1	-9	4	-6	-1.2	-2	1	0	6
Cn1cc(C(=O)N2CCCC(Nc3ccc(F)cc3)C2)c2ccccc21 (centres undefined)	4	-5	-9	-15	9	0.6	-3	12	-7	-9
Cc1ccc(OCC(=O)N2CCOCC2)cc1C	0	-4	-4	9	-11	0.5	-5	6	9	11
O=C(NCCc1ccccc1)C1(S(=O)(=O)c2ccc(Cl)cc2)CC1	3	2	5	-7	-8	-0.8	-3	1	-1	8
C=CCn1c(SCC(=O)c2c(N)n(CCC)c(=O)n(C)c2=O)nc2sc(CC)cc2c1=O	0	-6	-14	-21	20	-0.7	-5	5	-3	-20
O=C(O)CC(Cn1[nH]nnc1=S)c1ccccc1 (centres undefined)	2	-4	10	-7	-8	-0.5	-1	-32	-6	8
O=C(NCc1ccco1)c1cc2ccccc2o1	0	-4	-9	-4	6	1.8	0	-1	0	-6
CCOC(=O)C(C(=O)N1CCOCC1)C1CCCCC1 (centres undefined)	-8	3	0	-2	-16	-0.2	-1	13	-1	16
Cc1cc(C)cc(NC(=O)CCN2C(=O)c3ccccc3S2(=O)=O)c1	/	2	4	-7	-7	-0.8	1	16	-7	7
C=CCN(CC=C)S(=O)(=O)c1ccc(C(=O)Nc2nnc(COC)o2)cc1	-5	-6	7	6	-3	-1.5	0	-5	11	3
COc1ccc(Cn2c(C)c(C)c(C#N)c2NC(=O)Nc2ccc(Cl)cc2)cc1	-2	-9	-6	-6	15	-0.1	-1	-4	-1	-15
CC(OC(=O)C1CSC2(c3ccc(F)cc3)CCC(=O)N12)C(=O)NC(N)=O (centres undefined)	/	-6	-7	-10	-1	0.7	0	4	-13	1
Cc1ccc(CN2CCN(CC(=O)N=Nc3c(O)[nH]c4ccccc34)CC2)cc1	0	0	0	-12	-14	-0.3	1	10	-6	14
COc1ccc(Br)c(C(=O)NNC(=O)c2ccc(NS(=O)(=O)c3cccs3)cc2)c1	20	0	-2	-4	6	1.2	1	-11	-17	-6
COc1ccccc1NC(=O)c1nn(C)cc1Br	-3	5	-1	-12	0	-2.1	-4	-3	-2	0
Cc1ccc(NC(=O)Cn2cnc(C(=O)Nc3ccc(C)c(C)c3)n2)cc1C	/	6	8	-8	9	3.1	-1	16	-8	-9
O=C(CCN1C(=O)c2ccccc2S1(=O)=O)Nc1ccc(F)cc1F	-1	0	-1	-3	-16	0.6	-1	6	11	16
COc1cc(OC)cc(C(=O)N(CN2CCCC2=O)c2ccccc2OC)c1	/	0	-1	-2	-3	-0.7	0	27	-3	3
CCOC(=O)C(O)(CCC(O)(C(=O)OCC)C(=O)OCC)C(=O)OCC	1	1	-6	5	7	-0.3	-3	3	-5	-7
COc1cc(/C=N/NC(=O)NC23CC4CC(CC(C4)C2)C3)ccc1OCC(N)=O	11	0	6	-13	/	1.6	3	-3	-12	/
O=C(NCc1ccccn1)c1ccc2c(c1)N(Cc1ccccc1)CCS2	10	4	-8	-6	-3	0.0	1	-6	-14	3
CCC(C)Sc1ccc([C@H]2N[C@@](Cc3ccccc3)(C(=O)OC)[C@H]3C(=O)N(CC)C(=O)[C@@H]23)cc1OC (some centres undefined)	/	4	0	5	-36	-3.0	-3	-2	-5	36
O=C(Cc1ccc(Cl)cc1)c1c[nH]c(C(=O)NCc2cccnc2)c1	-1	-5	-8	-5	-2	0.5	0	-1	-3	2
O=C(c1ccc(Cn2ccc([N+](=O)[O-])n2)cc1)N1CCN(Cc2ccccc2)CC1	0	3	-2	1	10	-0.4	-2	31	-3	-10
Cc1cccc(C)c1NC(=O)COc1ccccc1C(=O)Nc1ccc(Br)cn1	-2	-2	1	-2	16	1.9	7	3	-20	-16

# The final two entries of the section above open the next one.
compound	NSD2 inh	Keap1 Nrf2 FP	PKA-R2B act	PvdQ inh	SR-BI HDL uptake	C-LANA FP	DAGLB inh	Arrestin-AP2 inh	Cardiac RTF inh	SR-BI uptake up
O=C(c1ccc(Cn2ccc([N+](=O)[O-])n2)cc1)N1CCN(Cc2ccccc2)CC1	0	3	-2	1	10	-0.4	-2	31	-3	-10
Cc1cccc(C)c1NC(=O)COc1ccccc1C(=O)Nc1ccc(Br)cn1	-2	-2	1	-2	16	1.9	7	3	-20	-16
CCOc1ccc(NC(=O)C2CC(=O)NC(N3CCc4ccccc43)=N2)cc1 (centres undefined)	/	2	-10	-10	3	0.6	4	-10	0	-3
O=C(Nc1nnc(SCc2ccc(F)cc2)s1)C1CC(=O)N(c2ccc3c(c2)OCCO3)C1 (centres undefined)	-2	-3	-6	1	-27	0.4	1	27	2	27
CCN(CC(=O)Nc1ccccc1C(F)(F)F)C(=O)c1oc2c(Cl)cccc2c1C	-3	3	-14	-9	0	0.4	-11	-16	-1	0
O=C1CCN(C2CCN(Cc3nc(Cc4ccccc4F)no3)CC2)CCN1	-2	2	4	-17	/	0.4	-3	5	-19	/
CCC(C(=O)Nc1cc(C)nn1-c1nc(C)cc(C)n1)c1ccccc1 (centres undefined)	-6	0	-3	-8	23	-1.1	-1	5	2	-23
CCn1c(SCC(=O)Nc2ccc3c(c2)OCCO3)nnc1-c1ccncc1	27	0	-4	-9	/	0.3	-1	-6	-9	/
COc1cc(C(=O)NCC(=O)OCC(=O)Nc2ncc(Cl)cc2Cl)cc(OC)c1OC	9	-5	0	-6	-18	0.3	1	-1	10	18
CC(Sc1nnnn1-c1ccc(O)cc1)C(=O)NNC(=O)c1ccc(F)cc1 (centres undefined)	-2	-1	-1	-13	-6	-1.3	-2	0	-1	6
COc1ccc(OC)c(S(=O)(=O)Nc2ccc3[nH]c(=O)[nH]c3c2)c1	-3	-7	-3	-11	-26	-0.4	-3	24	-10	26
CCOC(=O)[C@H]1[C@H]2COc3ccc(OC)cc3[C@@H]2N2C(=O)[C@H](C)NC(=O)[C@@]12C	/	3	-2	-11	7	-0.7	-3	4	-49	-7
CCC(=O)N1CCc2cc(Br)cc(S(=O)(=O)N3CCCC(C(=O)NC(C)(C)C)C3)c21 (centres undefined)	-2	-4	-8	-7	/	-2.4	-1	16	-12	/
O=S(=O)(CCSc1ccc(C(F)(F)F)cn1)c1ccc(Cl)cc1	-1	3	-7	-10	-18	-1.0	-5	-8	-1	18
CC(C)(C)NC(=O)COC(=O)c1ccccc1C(=O)c1ccccc1	-2	-1	0	-18	8	-0.5	-3	-3	-8	-8
CCc1ccc(C2CC(c3ccc(Cl)cc3)n3nc(N)nc3N2)cc1 (centres undefined)	/	2	-2	-2	-2	0.8	6	1	2	2

# Compound activity deposited in PubChem by several laboratories.
